APP 5'UTR act – activators of APP 5'UTR luciferase reporter, primary screen, SH-SY5Y cells; SH-SY5Y APP 5'UTR luciferase reporter, luminescence; zero percent = DMSO vehicle wells; activation, % at 2 µM; 190,000 compounds, 1% hits;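 active means activation above a set limit, based on mean plus 3 SD of controls, cut at about 140% in these data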; further: values of inactives mirror those of a sister screen read the other way
G6PDH counter – L. mesenteroides G6PDH inhibitors, counter-screen for G6PDH-coupled screening assays, biochemical, Leuconostoc mesenteroides enzyme; Purified L. mesenteroides G6PDH, diaphorase/resazurin coupled fluorescence, 45 min; inhibition, % at 5 µM; glucose-6-phosphate dehydrogenase [Leuconostoc mesenteroides]; 200,000 compounds, 0.12% hits; in the data active means inhibition above about 50%
NF-kB expr up – activators of NF-kB expression in neurons, primary screen, cell-based, HTS | human neuronal cells, NF-kB reporter expression; active compounds read high | fold change at 12.5 µM | 190,000 compounds, 1.6% hits | AID 1239, 2008; in the data active means fold change above about 3.3
APP 5UTR inh – inhibitors of APP translation via 5'UTR reporter, primary screen, APP 5'UTR luciferase, SH-SY5Y cells; SH-SY5Y APP 5'UTR-luciferase reporter, luminescence; inhibition, % at 2 µM; 190,000 compounds, 0.82% hits;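 active means inhibition above a set limit, derived from the sample mean plus 3 SD, cut at about 45% in these data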; further: values of inactives mirror those of a sister screen read the other way
Efa HMGR inh – inhibitors of E. faecalis class II HMGR, primary screen, biochemical, Enterococcus faecalis; 190,000 compounds, 0.41% hits; inhibition, % at 10 µM; purified E. faecalis HMGR, NADPH absorbance 340 nm kinetic; HMG-CoA reductase (Enterococcus faecalis, mvaE);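 active means inhibition above a set limit, the median over all tested compounds plus 3 SD, cut at about 9.5% in these data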;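 further: enzyme runs in reverse so mevalonate oxidation gives rising NADPH absorbance; 0% = complete reaction with DMSO and 100% = background rate lacking mevalonate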
Hsp70 act – Hsp70 transcriptional activators, primary screen, cell-based, HeLa, Hsp70 promoter luciferase, luminescence, 10 µM | HeLa Hsp70 promoter luciferase reporter; scaled: vehicle 0, proteasome-inhibitor control 100% | activation, % at 10 µM | 200,000 compounds, 0.04% hits | AID 1203, 2008;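 active means activation above the mean across all tested compounds plus 3 SD, cutoff set per campaign, cut at about 5.5% in these data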;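 further: 100% = MG132 at 30 µM as the positive control and 0% = DMSO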
FLuc inh counter – firefly luciferase enzyme inhibitors, primary screen, artefact control for luciferase-based inhibitor screens, biochemical, luminescence, ATPLite | inhibition, % at 10 µM | 200,000 compounds, 1.5% hits | 10 min;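 active means inhibition above about 50% when tested at 10 µM, limit read from the data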
Target sequence (P08659 whole entry, looked up): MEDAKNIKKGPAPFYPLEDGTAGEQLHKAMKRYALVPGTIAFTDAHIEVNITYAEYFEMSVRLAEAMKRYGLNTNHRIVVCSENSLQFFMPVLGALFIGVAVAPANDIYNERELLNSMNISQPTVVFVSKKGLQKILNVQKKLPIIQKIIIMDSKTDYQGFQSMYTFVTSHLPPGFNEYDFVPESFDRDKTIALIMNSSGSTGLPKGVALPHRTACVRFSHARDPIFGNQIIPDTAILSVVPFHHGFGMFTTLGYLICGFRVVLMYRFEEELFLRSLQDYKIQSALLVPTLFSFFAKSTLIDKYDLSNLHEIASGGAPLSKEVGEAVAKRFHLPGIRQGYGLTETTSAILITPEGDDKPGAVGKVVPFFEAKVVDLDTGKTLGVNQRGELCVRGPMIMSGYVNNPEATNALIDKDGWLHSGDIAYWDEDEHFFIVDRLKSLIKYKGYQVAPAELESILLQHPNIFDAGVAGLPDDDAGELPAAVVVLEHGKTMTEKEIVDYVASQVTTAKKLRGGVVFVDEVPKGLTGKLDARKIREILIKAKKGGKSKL
Redox H2O2 prof – compounds producing H2O2 with reducing agent – biochemical, NIH compound library profiling, artefact control for MLSCN library redox annotation, primary screen; DTT-dependent redox cycling H2O2, phenol red/HRP absorbance; 100% = 100 µM peroxide control, 0% = buffer; activation, % at 10 µM; 200,000 compounds, 0.03% hits; AID 878, 2007;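 active means activation of at least 50% relative to the plate's high and low controls in the primary single-dose screen; inactive means activation below 50%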;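 further: compound incubated with DTT at 0.8 mM final as the reducing agent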
STAT1 activator – STAT1 signaling activators, primary screen, cell-based, HTS, luciferase reporter; AID 932, 2007; activation (% of control), % at 5.5 µM; NIH 3T3 STAT1-luciferase reporter, IFN-gamma, luminescence; 100% = IFN-gamma alone, no compound; 200,000 compounds, 2.6% hits;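 active means activation above the screen-wide mean activation plus 3 SD, cut at about 130% in these data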;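 further: raw ratio to IFN-gamma control signal so 100% means no change and 0% no light; values of inactives mirror those of a sister screen read the other way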
FLuc stim CS – FLuc activators, initial screening, artefact control for FLuc-dependent activation tests, biochemical, ATPlite luminescence. Luciferin 4-monooxygenase (Photinus pyralis), P08659. 200,000 tested, under 10 active. ATPlite luciferase biochemical, 10 min; 0 = ATP-free wells, 1 = DMSO control. activation factor at 10 µM;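 active means luciferase activation factor, scaled between plate controls, of at least 2 with compound at 10 µM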
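Material: Luciferase/luciferin reagent mix | Doses: Test compounds dosed from 2 mM stocks in 100% DMSO | Timing: 10 min incubation after luciferase reagent addition, room temperature | Measured by: Luminescence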
* marks the source's active call; other numbers are inactive results. Only part of the results is shown; count on the stated rates, not on these rows.

Sample of the layout:
SMILES	APP 5'UTR act	G6PDH counter	NF-kB expr up	APP 5UTR inh	Efa HMGR inh	Hsp70 act	FLuc inh counter	Redox H2O2 prof	STAT1 activator	FLuc stim CS
O=C(Nc1ccc(F)cc1F)c1cccn(Cc2ccccc2)c1=O	6	3	1.1	-6	-1	-0.5	0	-2.8	96	1
O=C(c1ccc2c(c1)OCO2)C1CCCN(Cc2ccccn2)C1 (stereo not drawn)	-7	9	0.97	6	-2	-0.3	0	-1.2	96	1

Main list, repeating the preview:
SMILES	APP 5'UTR act	G6PDH counter	NF-kB expr up	APP 5UTR inh	Efa HMGR inh	Hsp70 act	FLuc inh counter	Redox H2O2 prof	STAT1 activator	FLuc stim CS
O=C(Nc1ccc(F)cc1F)c1cccn(Cc2ccccc2)c1=O	6	3	1.1	-6	-1	-0.5	0	-2.8	96	1
O=C(c1ccc2c(c1)OCO2)C1CCCN(Cc2ccccn2)C1 (stereo not drawn)	-7	9	0.97	6	-2	-0.3	0	-1.2	96	1
O=c1c2ccccc2nc(CNCc2ccco2)n1-c1ccc(F)cc1	20	8	1.2	-20	0	-0.1	-5	-0.2	94	1
Clc1ccc(-c2nc3ccc(Cl)cn3c2CN2CCOCC2)cc1	15	10	0.81	-15	0	-0.2	0	-7.2	98	1
COc1ccc(CN2CCN(c3ccccc3)CC2)c(C)c1C	-1	-1	1.1	1	-4	-0.2	-7	0.4	92	1.1
O=c1c2ccccc2nc(Cc2ccccc2)n1-c1ccc(O)cc1	10	2	1	-10	-5	-0.3	-1	-0.4	96	1
Cc1ccc(-n2c(C)cc(/C=C3/C(=O)NC(=O)N(Cc4ccco4)C3=O)c2C)cc1	-7	-33	1.1	7	-1	-0.3	-4	-0.1	103	1
CN(C(=O)Oc1ccc(C(C)(C)C)cc1)c1ccccc1	13	-3	1.9	-13	-4	0.1	1	-0.6	122	1
S=C=Nc1ccccn1	4	4	1.3	-4	-1	0.3	9	-1.5	106	0.9
CCOC(C(=O)OCCC[N+](C)(CC)CC)(c1ccccc1)c1ccccc1	-14	3	1.7	14	-4	-0.2	-1	0.4	102	1
S=C1Nc2ccccc2Sc2ccccc21	3	0	0.95	-2	-4	0.7	-2	-0.6	104	1
COc1ccc(CCNCc2ccccn2)cc1OC	-5	12	1	5	1	-0.6	-5	9.2	93	1

Carrying on.
SMILES	APP 5'UTR act	G6PDH counter	NF-kB expr up	APP 5UTR inh	Efa HMGR inh	Hsp70 act	FLuc inh counter	Redox H2O2 prof	STAT1 activator	FLuc stim CS
O=c1[nH]c(=O)n(C2CCCCC2)c(O)c1C1NCCc2ccccc21 (stereo not drawn)	-5	-1	1.9	5	3	-0.1	-4	-0.9	101	1
Cc1ccc(C(=O)O)cc1N=Nc1c(O)[nH]c(=O)[nH]c1=O	-12	-2	1.3	12	-2	0.1	0	0.2	100	1
COc1ccc(OCC(=O)N2CCN(Cc3c[nH]c4ccccc34)CC2)cc1	-9	12	1	9	-6	-0.1	-4	-4.3	94	1
CN(C(=O)Oc1ccc(C(=O)c2ccc(Cl)cc2)cc1)c1ccccc1	-10	8	1.1	10	0	0.0	-8	0.4	109	1.1
O=C(Cc1ccccc1)Oc1cccc(N2C(=O)CCC2=O)c1	13	7	0.95	-13	-3	0.0	-4	-0.7	89	1
CN1C(=O)C(=Cc2ccccc2OCc2ccc(C(=O)O)cc2)C(=O)N(C)C1=O	6	6	1.2	-6	-4	0.1	-10	-0.5	100	1.1
CCC(=O)N1c2ccc(S(=O)(=O)CCC(=O)N3CCC4(CC3)OCCO4)cc2CC1C (stereo not drawn)	2	3	0.99	-2	1	0.1	-6	-2.5	100	1.1
Cc1nn(-c2ccccc2)c(Cl)c1C1C(C#N)=C(N)Oc2c1c(=O)oc1ccccc21 (stereo not drawn)	-11	-2	0.93	11	-1	-0.4	-4	-1.6	92	1
COc1ccc(OC)c([C@@H](O)[C@H](C)NC(C)(C)C)c1	-5	12	1	5	-1	-0.3	-6	0.5	102	1.1
CCn1cc(C(=O)c2cccs2)c2ccccc21	-6	-4	0.95	6	-5	-0.2	-8	0.9	94	1.1
O=c1cc(C(F)(F)F)c2cc3c4c(c2o1)CCCN4CCC3	-11	6	0.95	11	-2	-0.2	-3	0.8	90	1
CC(C)Oc1cc(-n2c(=S)[nH]c3ccccc3c2=O)c(Cl)cc1Cl	-7	5	1	7	-6	0.7	1	0.7	94	1

New compounds follow
SMILES	APP 5'UTR act	G6PDH counter	NF-kB expr up	APP 5UTR inh	Efa HMGR inh	Hsp70 act	FLuc inh counter	Redox H2O2 prof	STAT1 activator	FLuc stim CS
Oc1ccc(Cl)cc1CN1CCN(Cc2ccccc2)CC1	10	4	0.98	-10	-1	-0.3	-3	-0.1	111	1
CC(C)c1ccc(O)c(CN2CCN(c3ccccc3)CC2)c1	1	11	1.1	-1	-4	-0.1	-4	1.9	101	1
CCC(=O)Nc1ccc(N2CCN(CC)CC2)c(Cl)c1	-10	5	1.1	10	3	-0.2	-6	1.9	92	1.1
CCN(CC)c1ccc(CC2C(=O)N(C)C(=O)N(C)C2=O)cc1	-13	10	0.75	13	-3	-0.5	-5	0.5	94	1
COc1ccc(-n2c(C)cc(C(=O)C[N+]34CCN(CC3)CC4)c2C)cc1	13	9	1	-13	-2	0.0	-4	-0.6	98	1
O=C(O)C12C3CCCC1C32c1ccccc1 (stereo not drawn)	10	6	1.2	-10	3	0.8	-3	-0.8	105	1
CC(C)CCNC(=O)c1c(N)n(CC2CCCO2)c2nc3ccccc3nc12 (stereo not drawn)	6	22	0.93	-6	-9	-0.4	-5	0.3	104	1
Cc1cc(/C=C2\C(=O)NC(=S)N(C)C2=O)c(C)n1C1CCCCC1	-6	-28	0.88	6	-9	0.0	35	7.1	103	0.7
CCOC(=O)C1=C(N)Oc2cc(C)oc(=O)c2C12C(=O)N1c3c(cccc32)C(C)CC1(C)C (stereo not drawn)	5	2	1	-5	-3	0.0	-11	-2.4	101	1.1
CCn1c(O)c(C=Nc2ccc(S(N)(=O)=O)cc2)c(=O)[nH]c1=S	28	-1	1.3	-28	-8	-0.2	-3	-0.6	104	1
CC(=NCCCn1ccnc1)c1c(O)n(C)c(=O)n(C)c1=O	3	-8	1.1	-3	-8	-0.3	2	1.8	102	1
CC(NC(=O)Cc1cccc2ccccc12)C(=O)N1CCC(=O)CC1 (stereo not drawn)	9	1	1.1	-9	0	-0.2	-7	-0.5	100	1.1

The listing continues.
SMILES	APP 5'UTR act	G6PDH counter	NF-kB expr up	APP 5UTR inh	Efa HMGR inh	Hsp70 act	FLuc inh counter	Redox H2O2 prof	STAT1 activator	FLuc stim CS
Cc1ccc(/C=C2\C(=O)NC(=S)N(c3ccccc3F)C2=O)s1	-9	-1	0.2	9	-6	-0.4	11	0.2	100	0.9
CCCCn1c(=O)c(C(=O)Nc2ccsc2C(=O)OC)c(O)c2ccccc21	13	-20	1	-13	-1	-0.3	-7	0.3	95	1.1
COP(=O)(OC)C(Nc1ccccn1)c1ccccc1 (stereo not drawn)	5	14	1	-5	-3	-0.3	1	-0.3	104	1
Cc1ccc2c(c1)C(c1ccccc1)NCC(=O)N2 (stereo not drawn)	-1	-2	1.1	1	-8	0.0	-5	0.5	95	1
Cc1ccc2cccc(OC(=O)N3CCCC3)c2n1	-2	-11	1	2	-11	-0.2	-9	0.6	99	1.1
COc1ccc(C(=O)C2CCCN(C3CSCCSC3)C2)c(OC)c1 (stereo not drawn)	-7	8	1.1	8	2	0.2	-7	-0.5	102	1.1
O=c1c2ccccc2nc(-c2ccc(Cl)cc2Cl)n1-c1nccs1	-1	0	1	1	0	0.2	-20	-0.1	97	1.2
C=CCNC(=O)c1c(N)n(Cc2ccco2)c2nc3ccccc3nc12	-14	0	0.61	14	1	-0.3	-4	0.4	100	1
O=[N+]([O-])c1ccc(NCCO)c2ncccc12	14	-6	1.3	-14	-6	0.0	-8	-0.7	99	1.1
Cc1ccsc1C(=O)C1CCCN(Cc2c(C)nn(C(C)C)c2C)C1 (stereo not drawn)	-8	13	1.2	8	-6	0.2	0	-1.5	94	1
N#CCCn1cc(C(=O)Nc2ccc([N+](=O)[O-])cc2)c(-c2ccc3c(c2)OCCO3)n1	-17	-8	0.78	17	-8	-0.2	-1	0.2	94	1
CC12CN3CC(C)(CN(C1)C3c1cccs1)C2=O (stereo not drawn)	-7	4	1.1	7	-3	-0.3	-5	-0.1	104	1

Next part:
SMILES	APP 5'UTR act	G6PDH counter	NF-kB expr up	APP 5UTR inh	Efa HMGR inh	Hsp70 act	FLuc inh counter	Redox H2O2 prof	STAT1 activator	FLuc stim CS
CCOC(=O)C1=C(N)Oc2ccccc2C12C(=O)N(CC(=O)OC)C(CC(=O)OC)=C2C(=O)OC (stereo not drawn)	-14	8	1	14	-4	-0.3	-4	1.3	105	1
Cc1cccc(-n2c(O)c(C=NCCCN3CCOCC3)c(=O)[nH]c2=O)c1C	-13	3	1.1	13	0	0.0	-5	-4.3	103	1.1
CC/C(CC(c1ccccc1)c1c(O)c2ccccc2oc1=O)=N\NC(N)=S (stereo not drawn)	21	-1	1.2	-21	-4	-0.2	-5	-0.3	94	1.1
CN1CCN(CCC(C#N)(c2ccccc2)c2ccccc2)CC1	14	1	1	-14	1	0.2	-9	-0.4	99	1.1
O=C1C2CCCN2C(c2cccnc2)N1c1cccc(Cl)c1 (stereo not drawn)	13	-5	1.1	-13	-2	-0.1	-6	-3.6	96	1.1
COc1cccc(/C=C2\N=C(c3cncc(Br)c3)OC2=O)c1	17	10	0.83	-17	0	-0.4	-2	-0.1	99	1
O=c1[nH]c(=O)n(Cc2ccc(F)cc2)c(O)c1C=NCCCO	-10	-18	1	10	6	0.0	-2	-3.7	96	1
Cc1cc(N2CCOCC2)ccc1/C=C1\C(=O)NC(=O)N(c2ccccc2)C1=O	24	17	1.1	-24	-4	-0.2	2	0.5	104	1
O=C(CNC(=O)c1ccc(Cl)cc1)Nc1ccc(Br)cc1C(=O)c1ccccc1	6	11	1	-6	-2	-0.5	-10	1.8	101	1.1
CC(=O)Nc1ccc(OCCF)cc1	-2	7	1	2	-3	-0.1	-2	-1.7	96	1
O=C(C1CCC(=O)N1C1CCCC1)N1CCC2(CC1)OCCO2 (stereo not drawn)	14	5	1.1	-14	-1	0.1	-5	0.8	101	1.1
OCC1(CO)COC(c2cccnc2)N1 (stereo not drawn)	20	4	1.1	-20	0	0.3	-4	1.9	93	1

Next section
SMILES	APP 5'UTR act	G6PDH counter	NF-kB expr up	APP 5UTR inh	Efa HMGR inh	Hsp70 act	FLuc inh counter	Redox H2O2 prof	STAT1 activator	FLuc stim CS
CCCC1(CCC)C(=O)NC(=NCc2ccccc2)NC1=O	-4	5	1.1	4	1	-0.1	-6	1.2	91	1.1
Cc1cccc(-n2c(O)c(C=Nc3ccc(Br)cn3)c(=O)[nH]c2=O)c1	9	8	1.7	-9	-1	-0.2	-4	0.2	105	1
N/C(=N\[N+](=O)[O-])N/N=C/c1ccc(O)cc1	27	-3	1.2	-26	0	0.0	-2	1.2	100	1
CCOc1ccc(Cl)cc1CNCCc1ccc(F)cc1	17	-4	0.97	-17	-5	-0.1	-4	-0.2	100	1
